Eya2 inh: blocks the phosphatase activity of human Eya2 | O00167 | recombinant Eya2, OMFP fluorescence dephosphorylation (OMFP is methylfluorescein phosphate) | Potency, µM (titrated, usually from 76.9 µM), inactives show at the top dose activity, negative = inhibition, actives largely listed as inhibitors | 330,000 tested, 0.006% active; also: potency is read from the fitted curve at half-maximal effect; % is scaled to controls: 0 for no effect and ±100 for the full control effect
Target sequence (O00167 whole entry, looked up): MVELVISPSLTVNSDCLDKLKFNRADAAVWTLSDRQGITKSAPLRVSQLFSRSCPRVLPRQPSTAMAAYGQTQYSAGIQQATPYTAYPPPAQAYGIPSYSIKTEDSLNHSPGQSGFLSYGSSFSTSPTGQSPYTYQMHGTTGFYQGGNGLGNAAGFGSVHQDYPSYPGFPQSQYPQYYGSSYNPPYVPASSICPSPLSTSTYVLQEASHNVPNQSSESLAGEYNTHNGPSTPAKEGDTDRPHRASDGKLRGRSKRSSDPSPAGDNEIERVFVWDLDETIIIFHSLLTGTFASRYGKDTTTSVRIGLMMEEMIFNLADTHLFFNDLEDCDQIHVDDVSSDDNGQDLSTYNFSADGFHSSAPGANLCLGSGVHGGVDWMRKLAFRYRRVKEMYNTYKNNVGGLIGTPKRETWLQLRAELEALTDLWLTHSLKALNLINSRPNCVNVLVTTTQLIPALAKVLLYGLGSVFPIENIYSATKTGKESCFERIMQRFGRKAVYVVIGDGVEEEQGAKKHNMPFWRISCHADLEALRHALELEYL
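Eya2 protein (added as 0.2 uM solution) was preincubated with compound for 10 min at ambient temperature in 50 mM HEPES pH 7.5, 50 mM NaCl, 5 uM MgCl2, 0.05% BSA, 1 mM DTT. OMFP (added at 50 uM) then reacted 10 min; fluorescence read at 485/525 nm.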
ELG1 DNA repair: inhibitors of ELG1-dependent DNA repair in HEK293T cells | AID 504467 | HEK293T ELG1-luciferase reporter, luminescence, 16 h; DNA damage induced by 5-fluorouridine | Potency, µM (highest dose often 46.1 µM), without a hit: at the highest dose activity change, negative = inhibition, most hits filed as inhibitors | 330,000 tested, 2.3% active; also: potency is read from the fitted curve at half-maximal effect; % is scaled to controls: 0 for no effect and ±100 for the full control effect; nearly all actives have a fitted effect of over 55% in size
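Luminescence from the luciferase reporter, measured 30 min after ONE-Glo reagent at room temperature, was the read-out. Beforehand, 2,000 cells per well were exposed for 16 hr at 37 °C to 5-fluorouridine together with compound or vehicle.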
TSG101-PTAP inh: blocks PTAP/TSG101 interaction to inhibit HIV-1 budding; Q99816; Fluorescence polarization, FITC-PTAP peptide / Tsg101 binding; 340,000 tested, under 10 active; Potency, µM (titrated, usually from 115 µM), for the others: at the highest dose activity change, negative = inhibition, hits mostly inhibitors; active = well fitted inhibition curve with a large enough effect in the main read-out, with a control signal flat, not every such curve was filed as active; inconclusive = small, poorly fitted or top-dose-only effect, or effect the other way, or a change in a side signal; inactive = no such curve, though single readings can be large or run the other way; also: potency is read from the fitted curve at half-maximal effect; % of control where 0% means no effect
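Tsg101 binding domain (10 uM final) was mixed with compound and a FITC-labeled PTAP peptide (50 nM final) in HEPES pH 7.5 buffer with NaCl, Tween 20, EDTA and TCEP; fluorescence polarization was read after 20 min at r.t.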
Mito fusion act: blocks mitochondrial division or promotes mitochondrial fusion; S. cerevisiae fusion-defective mutant growth rescue, CellTiterGlo 48 h; Potency, µM (titrated, usually from 46.1 µM), without a hit: at the highest dose growth rescue (activation), usual class: activators; 320,000 tested, 0.23% active; AID 485298;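 also: potency is read from the fitted curve at half-maximal effect; % of control where 0% means no effect; nearly all actives have a fitted effect of over 45% in size; temperature-sensitive fusion mutants such as fzo1-1 at 37 °C on non-fermentable ethanol glycerol medium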
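Temperature-sensitive fusion-defective S. cerevisiae (e.g. fzo1-1, mgm1-5) were grown with compound in YPEG medium (3% ethanol, 3% glycerol) for 48 hours at 37C. Growth rescue was measured as viability by CellTiterGlo luminescence after 10 minutes at ambient.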
Tb PFK block: blocks T. brucei phosphofructokinase. AID 485367. T. brucei PFK, ADP-Glo luminescence. O15648. Potency, µM (highest dose often 57.5 µM), inactives show at the top dose activity, negative = inhibition, hits mostly inhibitors. 330,000 tested, 0.17% active;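 also: potency is read from the fitted curve at half-maximal effect; 0% = uninhibited 1x PFK enzyme wells and -100% = no-enzyme wells; nearly all actives have a fitted effect of over 60% in size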
Target sequence (O15648 whole entry, looked up): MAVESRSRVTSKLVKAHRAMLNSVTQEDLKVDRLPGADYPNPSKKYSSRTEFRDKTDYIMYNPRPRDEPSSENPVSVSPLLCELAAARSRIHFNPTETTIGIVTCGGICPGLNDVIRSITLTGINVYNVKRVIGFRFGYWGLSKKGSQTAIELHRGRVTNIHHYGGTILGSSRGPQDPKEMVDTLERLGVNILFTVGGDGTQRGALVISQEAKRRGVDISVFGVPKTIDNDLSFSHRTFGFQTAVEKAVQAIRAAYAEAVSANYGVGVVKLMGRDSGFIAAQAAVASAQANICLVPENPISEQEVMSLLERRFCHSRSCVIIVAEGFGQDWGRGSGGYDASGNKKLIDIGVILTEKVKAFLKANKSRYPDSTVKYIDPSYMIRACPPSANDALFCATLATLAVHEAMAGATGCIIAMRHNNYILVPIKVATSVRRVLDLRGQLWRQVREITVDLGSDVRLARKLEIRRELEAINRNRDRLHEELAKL
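Luminescent ADP detection (ADP-Glo, two-step: ATP depletion then ADP-to-ATP conversion for luciferase) reported PFK activity after 45 min room-temperature reaction of 1.25 nM enzyme with 0.5 mM F6P and 0.1 mM ATP at pH 8.0.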
TCR activator: activators of T cell receptors; primary human leukocytes, anti-CD3, IL-2 HTRF, 48 h; Potency, µM (doses to about 9.22 µM), for the others: top-dose activation of IL-2 secretion, most hits filed as activators; 330,000 tested, under 10 active; AID 504894; also: % of control where 0% means no effect
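Activity was scored as IL-2 release from primary human leukocytes given only a TCR signal (a-CD3 beads) plus compound for 48 hr. Detection used a two-antibody HTRF format read at 665nm.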
ASM inhibitor: inhibitors of human secretory acid sphingomyelinase; P17405; placental ASM, HMU-PC fluorogenic substrate, 60 min; Potency, µM (series often up to 57.5 µM), without a hit: at the highest dose activity change, negative = inhibition, hits mostly inhibitors; 340,000 tested, 0.006% active; also: potency is read from the fitted curve at half-maximal effect
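Steps: dispense placental human ASM, pin compound, wait 10 min at room temperature, add HMU-PC0 substrate at 9 uM final, incubate 60 min at 37 °C, add stop solution raising pH to 10, read fluorescence.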
a7 integrin act: integrin-mediated muscular dystrophy alleviation activation | alpha7betagal myoblasts, beta-gal FDG fluorescence, 48 h | Potency, µM (top dose mostly 38.3 µM), inactives show at the highest dose activation, usual class: activators | 350,000 tested, 0.064% active | AID 624291;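 also: potency is read from the fitted curve at half-maximal effect; 100% = response of the positive control SU9516; nearly all actives have a fitted effect of over 60% in size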
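Alpha7betagal+/- myoblasts (passage 13) were plated 16-24 hr, then exposed to compounds (1:260 dilution of DMSO stock) for 48 hours at 37C. After MPER lysis, β-galactosidase reporter activity was read as FDG fluorescence (ex 480/em 540) after 30 minutes.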
TSHR antag: human thyrotropin receptor antagonism; AID 504810; TSHR-expressing cells, TSH-stimulated cAMP HTRF, 2 h; stronger effect = lower value; P16473; activity change, negative = inhibition, % at 11.5 µM; 330,000 tested, 0.2% active;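 active = activity change below a set negative limit, meaning inhibition stronger than a set level, cut at about -70% in these data; inconclusive = activity change between two set negative limits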; also: % is scaled to controls: 0 for no effect and ±100 for the full control effect
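TSHR-expressing cells, 200/well, pre-treated with compound, then stimulated with EC80 TSH (4nM final) for 2 hours at 37 deg C. cAMP measured by competitive HTRF: anti-cAMP cryptate antibody in lysis buffer plus cAMP-d2, read after 30 minutes at room temperature.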
BCR signal inh: blocks chronic active B-cell receptor signaling; ABC-DLBCL IkBa-CBG/CBR reporter, luminescence ratio, 4 h; Potency, µM (titrated, usually from 46.1 µM), inactives show at the highest dose ratio change, negative = lower green/red ratio, usual class: inhibitors; 340,000 tested, 0.05% active; AID 493014; active = well fitted inhibition curve with a large enough effect in the signal ratio, with a control signal flat, not every such curve was filed as active; inconclusive = small, poorly fitted or top-dose-only effect, or effect the other way, or a change in a side signal; the % refers to the signal ratio;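 also: potency is read from the fitted curve at half-maximal effect; plate controls were basal doxycycline-induced cells for no effect and cells given 10 µM MG132 for full effect; MG132 reads +100%, hits lower the ratio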
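Cell line TMD8 (human ABC DLBCL), stably expressing tet-inducible CBG68-IkBa fusion and CBR; IMDM/0.5% FBS; cpd up to 46 uM; dox induction, 4 h, 37C/5% CO2; dual luminescence; green/red ratio; MG132 control.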
A-T KAP1 phos: potential ataxia-telangiectasia treatment; […] A-T fibroblasts, KAP-1 phosphorylation AlphaLISA; neocarzinostatin DNA damage 30 min before lysis; Potency, µM (doses to about 57.5 µM), without a hit: at the top dose activation, actives largely listed as activators; 320,000 tested, 0.19% active; also: potency is read from the fitted curve at half-maximal effect; % of control where 0% means no effect; nearly all actives have a fitted effect of over 45% in size
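hTERT-immortalized A-T patient fibroblasts ([…]), 500 cells/well in OPTI-MEM, 1% FBS, got compounds for 60 min, then NCS for 30 min at 37C. Lysates were then assayed for phospho-KAP-1 by AlphaLISA (anti-pKAP1 donor, anti-KAP1 acceptor beads), 6 hr at 25C.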
Active calls of the source: *; [ ] = remark or other dose. Unless noted, calls follow the shape of the dose curve; as a rule, active = well fitted curve in the direction sought with a large enough effect; inconclusive = small, poorly fitted or top-dose-only effect, or another doubt; inactive = no such curve, though single readings can be large; an effect the other way counts as inactive or inconclusive.

COCC(=O)n1nc(NCc2ccc(OC)cc2)nc1NCc1ccc(OC)cc1 was read as Eya2 inh 0%, ELG1 DNA repair 3%, TSG101-PTAP inh -5%, Mito fusion act -33%[inhibitor], Tb PFK block 1%, TCR activator -3%, ASM inhibitor -1%, a7 integrin act 18%, TSHR antag -3, BCR signal inh -4% and A-T KAP1 phos -10%.
For CC1(C)CC(=O)C(N=Nc2ccc(C(F)(F)F)cc2[N+](=O)[O-])=C(O)C1 the results were Eya2 inh -9%, ELG1 DNA repair 27%, TSG101-PTAP inh -2%, Mito fusion act -19%, Tb PFK block -4%, TCR activator 5%, ASM inhibitor -13%, a7 integrin act -34%, TSHR antag 31, BCR signal inh -1% and A-T KAP1 phos 3%.
`CCC(c1nnnn1C(C)(C)C)N(CCOC)Cc1cc2cccc(C)c2n2nnnc12` (stereo not given) gave Eya2 inh 3%, ELG1 DNA repair -3%, Mito fusion act -3%, Tb PFK block 0%, TSHR antag 3, BCR signal inh -11% and A-T KAP1 phos -2%.
For Cc1c(Br)cc(C(=O)NCCCN2CCOCC2)c(C)c1C the results were Eya2 inh -25%, ELG1 DNA repair -2%, TSG101-PTAP inh -5%, Mito fusion act -3%, Tb PFK block 0%, TCR activator 3%, ASM inhibitor 5%, a7 integrin act 19%, TSHR antag -1, BCR signal inh inconclusive and A-T KAP1 phos -8%.
For Cc1ccc(CNS(=O)(=O)NCc2cccs2)cc1 the results were Eya2 inh 9%, ELG1 DNA repair -9%, TSG101-PTAP inh -11%, Mito fusion act -3%, Tb PFK block -3%, TCR activator 0%, ASM inhibitor 2%, a7 integrin act -5%, TSHR antag 7, BCR signal inh -2% and A-T KAP1 phos 2%.
c1ccc(CN2CCN(c3nc(-c4ccccc4)nc(-n4ccnc4)n3)CC2)cc1 was read as Eya2 inh 0%, ELG1 DNA repair -30%, TSG101-PTAP inh -8%, Mito fusion act -2%, Tb PFK block 4%, TCR activator 7%, ASM inhibitor -9%, a7 integrin act -9%, TSHR antag -6, BCR signal inh inconclusive and A-T KAP1 phos 0%.
`Fc1ccc(N2CCN(C(=S)NCc3ccco3)CC2)cc1` gave Eya2 inh -2%, ELG1 DNA repair 0%, TSG101-PTAP inh 0%, Mito fusion act 2%, Tb PFK block -14%, TCR activator -3%, ASM inhibitor 5%, a7 integrin act 44%, TSHR antag -2, BCR signal inh 5% and A-T KAP1 phos -6%.
Screening CCOCCn1c(N2CCN(c3ccc(OC)cc3)CC2)nc2c1c(=O)[nH]c(=O)n2C returned Eya2 inh 4%, ELG1 DNA repair inconclusive, TSG101-PTAP inh -4%, Mito fusion act -1%, Tb PFK block 1%, TCR activator -3%, ASM inhibitor -2%, a7 integrin act 22%, TSHR antag 0, BCR signal inh -14% and A-T KAP1 phos -5%.
Screening CCOC(=O)CN(C(=O)CSc1nnc(-c2ccc(OC)c(OC)c2)o1)c1ccc(F)cc1 returned Eya2 inh -1%, ELG1 DNA repair inconclusive, TSG101-PTAP inh -2%, Mito fusion act 2%, Tb PFK block -3%, TCR activator 1%, ASM inhibitor -2%, a7 integrin act -13%, TSHR antag -7, BCR signal inh 7% and A-T KAP1 phos 6%.
For O=[N+]([O-])c1ccc2c(OCc3nnc(-c4ccccc4Br)o3)ncnc2c1 the results were Eya2 inh 4%, ELG1 DNA repair inconclusive, TSG101-PTAP inh -5%, Mito fusion act -4%, Tb PFK block 1%, TCR activator 5%, ASM inhibitor -2%, a7 integrin act inconclusive, TSHR antag -10, BCR signal inh inconclusive and A-T KAP1 phos -3%.
For C=CCOc1ccc(Oc2cc(C)nc(SC)n2)nn1 the results were Eya2 inh 0%, ELG1 DNA repair 21%, TSG101-PTAP inh -2%, Mito fusion act -1%, Tb PFK block -1%, TCR activator -6%[46.1 µM], ASM inhibitor 1%, a7 integrin act -4%, TSHR antag 5, BCR signal inh inconclusive and A-T KAP1 phos 5%.
Screening N#Cc1c(Cl)nsc1NC(=O)c1ccccc1 returned Eya2 inh 20%, ELG1 DNA repair 2.9µM*, TSG101-PTAP inh 4%, Mito fusion act 25%, Tb PFK block -1%, TCR activator 0%, ASM inhibitor -2%, a7 integrin act -44%, TSHR antag -42, BCR signal inh inconclusive and A-T KAP1 phos 5%.

2 consecutive compounds out of the list so far, for reference:
COCC(=O)n1nc(NCc2ccc(OC)cc2)nc1NCc1ccc(OC)cc1 was read as Eya2 inh 0%, ELG1 DNA repair 3%, TSG101-PTAP inh -5%, Mito fusion act -33%[inhibitor], Tb PFK block 1%, TCR activator -3%, ASM inhibitor -1%, a7 integrin act 18%, TSHR antag -3, BCR signal inh -4% and A-T KAP1 phos -10%.
For CC1(C)CC(=O)C(N=Nc2ccc(C(F)(F)F)cc2[N+](=O)[O-])=C(O)C1 the results were Eya2 inh -9%, ELG1 DNA repair 27%, TSG101-PTAP inh -2%, Mito fusion act -19%, Tb PFK block -4%, TCR activator 5%, ASM inhibitor -13%, a7 integrin act -34%, TSHR antag 31, BCR signal inh -1% and A-T KAP1 phos 3%.

The results go on.
Cc1cccc(-c2noc(CCC(=O)NC3CCCCC3)n2)c1 was read as Eya2 inh -2%, ELG1 DNA repair -3%, TSG101-PTAP inh -7%, Mito fusion act -6%, Tb PFK block 2%, TCR activator 3%, ASM inhibitor 0%, a7 integrin act 9%, TSHR antag -12, BCR signal inh 13% and A-T KAP1 phos 0%.
`Cc1ccc(C(=O)OCC(=O)NCCC2=CCCCC2)s1` gave Eya2 inh -2%, ELG1 DNA repair inconclusive, TSG101-PTAP inh -11%, Mito fusion act 6%, Tb PFK block -11%, TCR activator -5%[46.1 µM], ASM inhibitor -5%, a7 integrin act inconclusive, TSHR antag -3, BCR signal inh 11% and A-T KAP1 phos 3%.
For CC(/C=N/NC(=O)Cn1nccc1C)=C\c1ccc(C(C)C)cc1 the results were Eya2 inh -10%, ELG1 DNA repair inconclusive, TSG101-PTAP inh -1%, Mito fusion act -10%, Tb PFK block 1%, TCR activator -14%[46.1 µM], ASM inhibitor -7%, a7 integrin act -31%, TSHR antag 1, BCR signal inh 3% and A-T KAP1 phos 11%.
For NC(=O)COc1ccc(/C=N/NS(=O)(=O)c2ccccc2)cc1 the results were Eya2 inh 5%, ELG1 DNA repair 6%, TSG101-PTAP inh -1%, Mito fusion act -7%, Tb PFK block -5%, TCR activator 2%, ASM inhibitor 4%, a7 integrin act -19%, TSHR antag 6, BCR signal inh -5% and A-T KAP1 phos -3%.
`COc1ccc(CCNC(=O)C23CCC(C)(C(=O)C2Br)C3(C)C)cc1OC` (stereo not given) gave Eya2 inh 1%, ELG1 DNA repair -14%, TSG101-PTAP inh 0%, Mito fusion act -7%, Tb PFK block 0%, TCR activator -7%, ASM inhibitor 2%, a7 integrin act 16%, TSHR antag 22, BCR signal inh 8% and A-T KAP1 phos 1%.
`O=C(CS(=O)CC(=O)Nc1cccc2c1CCCC2)Nc1ccc(F)cc1` (stereo not given) gave Eya2 inh -20%, ELG1 DNA repair -2%, TSG101-PTAP inh -3%, Mito fusion act -8%, Tb PFK block 19%, TCR activator 4%, ASM inhibitor 0%, a7 integrin act -8%, TSHR antag 7, BCR signal inh 0% and A-T KAP1 phos -7%.
For O=C(OCc1nc2ccsc2c(=O)[nH]1)c1ccc(Cl)s1 the results were Eya2 inh -1%, ELG1 DNA repair 0%, TSG101-PTAP inh -3%, Mito fusion act -14%, Tb PFK block -7%, TCR activator 1%, ASM inhibitor 0%, a7 integrin act 4%, TSHR antag -1, BCR signal inh 7% and A-T KAP1 phos -2%.
For CC1=CC(C)(C)N(S(=O)(=O)c2ccc(F)cc2)c2ccc(C)cc21 the results were Eya2 inh -23%, ELG1 DNA repair -4%, TSG101-PTAP inh -10%, Mito fusion act -4%, Tb PFK block 1%, TCR activator -4%, ASM inhibitor -3%, a7 integrin act -2%, TSHR antag -8, BCR signal inh inconclusive and A-T KAP1 phos -4%.
